AmpC inh no detg – blocks E. coli AmpC beta-lactamase in detergent-free assay | 0.52% of 330,000 active | AID 485341 | Potency, µM (doses to about 57.1 µM), for the others: top-dose activity change, negative = inhibition, hits mostly inhibitors | P00811 | AmpC nitrocefin hydrolysis, absorbance 480 nm, 0.0001% Triton;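 further: potency means the concentration at half of the fitted maximal effect; plate controls were no compound for no effect and no enzyme for full effect; nearly all actives have a fitted effect of over 20% in size; some results filed as inactive show a strong effect at the top dose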
Target sequence (P00811 whole entry, looked up): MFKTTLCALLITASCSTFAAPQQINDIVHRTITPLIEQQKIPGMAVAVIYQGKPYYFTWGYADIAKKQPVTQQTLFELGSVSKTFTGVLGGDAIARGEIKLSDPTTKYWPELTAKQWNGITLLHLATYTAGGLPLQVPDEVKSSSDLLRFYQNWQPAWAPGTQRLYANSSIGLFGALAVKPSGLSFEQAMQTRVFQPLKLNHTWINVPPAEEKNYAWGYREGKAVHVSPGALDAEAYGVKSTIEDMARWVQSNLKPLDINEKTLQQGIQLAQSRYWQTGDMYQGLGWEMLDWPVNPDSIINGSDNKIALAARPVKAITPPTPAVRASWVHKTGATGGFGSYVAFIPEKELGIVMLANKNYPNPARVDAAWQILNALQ
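AmpC (5.3 nM in the dispensed reagent) in 20 mM phosphate pH 7.0 with 0.01% (detergent screen) or 0.0001% Triton X-100 was preincubated with compounds for 15 min at room temperature. Nitrocefin was then added from an 800 uM solution, and hydrolysis was followed at 480 nm.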
Sm TGR inh – S. mansoni TGR enzyme inhibition; Q962Y6; purified TGR, DTNB reduction, TNB absorbance 405 nm; Potency, µM (series often up to 114 µM), inactives show at the highest dose activity change, negative = inhibition, hits mostly inhibitors; 3% of 360,000 active; further: potency means the concentration at half of the fitted maximal effect; nearly all actives have a fitted effect of over 60% in size
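Kinetic colorimetric format: TGR-catalysed, NADPH-driven DTNB reduction monitored via TNB absorbance. Enzyme dispensed at 20 nM; compound exposure 15 min at room temperature before reaction start.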
AMA1 RON2 block – inhibitors of Plasmodium falciparum AMA1-RON2 interaction | AlphaScreen AMA1-biotinylated RON2 peptide binding | Potency, µM (series often up to 58.2 µM), for inactives: at the top dose activity change, negative = inhibition, actives largely listed as inhibitors | 0.2% of 360,000 active | AID 720542;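 further: potency means the concentration at half of the fitted maximal effect; 0% = vehicle wells and -100% = peptide control; nearly all actives have a fitted effect of over 45% in size; some results filed as inactive show a strong effect at the top dose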
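AMA1 (3D7) with his tag at 25 nM final met compounds first, then biotinylated RON2 peptide at 25 nM; detection used donor plus acceptor beads, 10 µg/mL apiece, read by AlphaScreen after 30 min at room temperature.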
AmpC detergent – blocks E. coli AmpC beta-lactamase in detergent assay. AmpC hydrolysis of nitrocefin, absorbance 480 nm, 0.01% Triton. Potency, µM (titrated, usually from 114 µM), without a hit: at the top dose activity change, negative = inhibition, most hits filed as inhibitors. 0.041% of 370,000 active;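 further: potency means the concentration at half of the fitted maximal effect; 0% = no-compound wells and -100% = no-enzyme wells; nearly all actives have a fitted effect of over 25% in size; some results filed as inactive show a strong effect at the top dose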
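20 mM phosphate pH 7.0 + 0.01% (detergent screen) or 0.0001% Triton X-100; 5.3 nM AmpC reagent; cpd preinc 15 min RT; nitrocefin (800 uM stock) to start; A480 q20 s × 4 min; Activity was normalised to no-enzyme and no-compound control wells.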
Giardia FBPA inh – Giardia lamblia aldolase inhibition. A8B2U2. purified Giardia FBPA. Potency, µM (highest dose often 59.6 µM), inactives show top-dose activity, negative = inhibition, actives largely listed as inhibitors. 0.71% of 290,000 active. AID 2451; further: potency means the concentration at half of the fitted maximal effect; nearly all actives have a fitted effect of over 55% in size
Target sequence (A8B2U2 whole entry, looked up): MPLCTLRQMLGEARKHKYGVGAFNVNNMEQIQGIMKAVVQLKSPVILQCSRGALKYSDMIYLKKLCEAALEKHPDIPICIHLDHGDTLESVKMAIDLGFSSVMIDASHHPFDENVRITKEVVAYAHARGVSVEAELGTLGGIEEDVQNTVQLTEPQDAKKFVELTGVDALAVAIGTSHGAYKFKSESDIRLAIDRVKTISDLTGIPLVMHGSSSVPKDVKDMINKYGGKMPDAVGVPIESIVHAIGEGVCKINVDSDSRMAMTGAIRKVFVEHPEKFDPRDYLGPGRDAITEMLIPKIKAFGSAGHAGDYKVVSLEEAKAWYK
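Giardia FBPA (40 nM reagent) was preincubated 10 min at RT with compound (up to 57.5 uM final), then substrate plus GAPDH/TPI/NAD/arsenate coupling system with diaphorase/resazurin was added; resorufin fluorescence (525/598 nm) was read after 20 min.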
HCMV antiviral – inhibitors of human cytomegalovirus | activity change, negative = inhibition, % at 57.5 µM | 4.5% of 410,000 active | HFF cells, HCMV-luciferase reporter, 72 h; active compounds read low; in the data active means activity change below about -60%; inconclusive means no clear call, values can overlap the other calls; inactive means above about -39%
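Human foreskin fibroblasts infected with luciferase-reporter HCMV at MOI 1 PFU/cell, compounds at two doses. Luciferase measured 72 h post infection; normalized to buffer-only basal and Salinomycin (10uM) controls.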
Active calls of the source: *; ? = inconclusive; · = not tested or not shown; & = joins results of further samples; [ ] = another dose, or the depositor's remark. Unless noted, the call rests on the fitted dose curve; in most records, active means well fitted curve in the direction sought with a large enough effect; inconclusive means small, poorly fitted or top-dose-only effect, or another doubt; inactive means no such curve, though single readings can be large; an effect the other way counts as inactive or inconclusive. Unless noted, on the % scale 0 is the no-effect control and ±100 the full control effect.

1. O=c1c2ccccc2cnn1-c1ccc(Cl)nn1
2. COc1ccccc1NCc1ccc([N+](=O)[O-])s1
3. Cc1oc2c(c(C)cc3oc(=O)c(CC(=O)NCCCO)c(C)c32)c1C
4. CN1C(=O)C(C)(C)N(C(=O)c2cccc([N+](=O)[O-])c2)c2ccccc21
5. CCOC(=O)C1CCN(C(=O)CCc2c(C)nc3cc(-c4ccccc4)nn3c2C)CC1
6. COC(=O)c1ccccc1NC(=O)CSc1nnnn1C
7. CC(C)Cc1nnc(NC(=O)c2ccc3c(c2)OCCO3)s1
8. CCOC(=O)c1c(C)n(-c2ccccc2)c2ccc(OC(=O)c3ccccc3Cl)cc12
9. C[C@H](NCCc1ccc(O)cc1)[C@H](O)c1ccc(O)cc1
10. O=C(NCCSc1ccc(Cl)cc1)c1ccco1
assay / entry	1	2	3	4	5	6	7	8	9	10
AmpC inh no detg	-3%	-24%	2%	2%	63%[activator]	-11%	-6%	·	-10%	-18%
Sm TGR inh	11%	-1%	-16%	8%	0%	-1%	-2%	6%	-4%	-2%
AMA1 RON2 block	1%	-9%[11.6 µM]	-5%	0%	-7%	25%	-2%	·	17%	13%
AmpC detergent	-12%	-12%	2%	1%	-7%	0%	?	6%	1%	-1%
Giardia FBPA inh	0%	-12%	3%	10%	-1%	2%	·	·	·	-2%
HCMV antiviral	9	6	22	-14	13	9	35	0	21	?

11. COC(=O)c1ccc(OC(=O)CCN2C(=O)C3C4c5ccccc5C(c5ccccc54)C3C2=O)cc1 (stereo not drawn)
12. O=C(c1cc2c(ccc3ccccc32)oc1=O)N1CCCC1
13. N#Cc1ccc(OCC(=O)n2cc(C(=O)c3cc(Cl)cc(Cl)c3O)cn2)cc1
14. CCc1ccc(NC(=O)CNC(=O)Cn2ccc3ccccc3c2=O)cc1
15. Cc1ccc2[nH]c(C(F)(F)F)cc(=O)c2c1
16. O=C(CCC(=O)N/N=C/c1ccc(Br)s1)NCc1ccccc1
17. Cc1nc2cc3ccccc3cc2n1C
18. O=C(OCc1nnc(-c2ccccc2)o1)C1CC(=O)N(CCc2ccccc2)C1 (stereo not drawn)
19. COc1cccc(Nc2nnc(SCn3nnc4ccccc4c3=O)s2)c1
20. COc1ccc(NC(=O)Nc2cccs2)cc1OC
assay / entry	11	12	13	14	15	16	17	18	19	20
AmpC inh no detg	-1%	-15%	-34%	-6%	-28%	-31%	-15%	24%	48%	-21%
Sm TGR inh	6%	-8%	-21%	10%	10%	0%	4%	0%	-34%	?
AMA1 RON2 block	-4%	-3%	96%[activator]	-4%	1%	36%[activator]	-7%[2.32 µM]	0%	-5%	-1%
AmpC detergent	-4%	?	?	5%	3%	?	4%	3%	-13%	-21%
Giardia FBPA inh	-6%	-1%	4%	8%	-22%	-3%	-8%	·	4%	-21%
HCMV antiviral	-10	-90*	·	-4	-73*	?	?	-7	27	-19

21. CC(C)Cc1nnc(NC(=O)c2cc(-c3ccncc3)nc3ccccc23)s1
22. CC(CCc1ccccc1)NC(=O)C(=O)N1CCOCC1 (stereo not drawn)
23. COCCNC(=O)c1onc(CSc2cccc(OC)c2)c1C(=O)NCCOC
24. O=C1Nc2ccc(C(F)(F)F)cc2N2CCCC12 (stereo not drawn)
25. Nc1nnc(SCC(=O)Nc2cc(C(F)(F)F)ccc2N2CCOCC2)s1
26. CC1CCN(C(=O)c2ccc(S(=O)(=O)Cc3cc(F)ccc3F)c([N+](=O)[O-])c2)CC1
27. CCC(=O)N1CCc2cc(S(=O)(=O)NC(C(=O)NC(C)c3ccccc3)C(C)C)ccc21 (stereo not drawn)
28. CCOC(=O)C1(Cc2cccc(OC)c2)CCN(C2CCOCC2)CC1
29. Cn1c(=O)n(CC(=O)N2CCN(c3nnc(-c4ccccc4)c4ccccc34)CC2)c2ccccc21
30. CC(C)OC(=O)c1cccnc1N1CCN(c2ccc(F)cc2)CC1
assay / entry	21	22	23	24	25	26	27	28	29	30
AmpC inh no detg	54%	-4%	2%	-53%	-5%	-18%	-1%	-44%	-6%	26%
Sm TGR inh	2%	-1%	-3%	?	-23%	?	7%	0%	-14%	4%
AMA1 RON2 block	-9%	11%	6%	·	6%	0%	-4%	-4%	7%	-17%
AmpC detergent	3%	-4%	-3%	-14%	-4%	-9%	-3%	-3%	-15%	-15%
Giardia FBPA inh	5%	8%	·	0%	10%	-18%	5%	-15%	12%	-14%
HCMV antiviral	-25	-39	-10	·	39	-83*	-33	1	?	-26

31. CC(=O)c1ccc(NC(=O)c2cc(-c3cccs3)on2)cc1
32. COc1ccc(/C=C(\C#N)c2n[nH]c(Cn3cncn3)n2)cc1
33. N=c1c(C(=O)NCc2ccc3c(c2)OCO3)cc2c(=O)n3ccccc3nc2n1CC1CCCO1 (stereo not drawn)
34. COc1ccccc1-n1nnnc1SCc1ccccc1
35. O=C(Cn1c2ccccc2c(=O)c2ccccc21)N/N=C/c1ccc(N2CCCC2)c([N+](=O)[O-])c1
36. CC1=CC2=NC(=O)/C(=C\c3ccc(-c4cccc(Cl)c4)o3)C(=N)N2O1
37. C=C(C)CN(CC)c1ccc(N2C(=O)CCCC2=O)cc1[N+](=O)[O-]
38. O=C(Nc1ccc(S(=O)(=O)Nc2ncccn2)cc1)c1ccc(F)c(S(=O)(=O)N2CCOCC2)c1
39. CCOC(=O)c1c(S(=O)(=O)N2CCN(c3ccccc3OC)CC2)c(C)n(C)c1C
40. CC(CCc1ccccc1)NC(=O)COC(=O)c1ccc(NC(N)=O)cc1 (stereo not drawn)
assay / entry	31	32	33	34	35	36	37	38	39	40
AmpC inh no detg	-8%	-21%	-18%	-44%	15%	-49%	32%	-8%	·	-29%
Sm TGR inh	-5%	1%	-3%	4%	7%	-15%	7%	-11%	-4%	0%
AMA1 RON2 block	-11%	-11%	-5%	27%	5%	13%	-10%	-18%	·	-8%
AmpC detergent	-6%	-10%	-6%	?	?	-2%	13%	1%	-4%	-2%
Giardia FBPA inh	5%	-4%	0%	-14%	2%	-2%	-12%	-7%	·	0%
HCMV antiviral	-5	17	-38	-29	?	7	-29	21	8	-71*

41. O=C1C(=O)c2ccccc2C([O-])=C1[n+]1ccccc1
42. O=C(Nc1nnc(COc2ccc(F)cc2)s1)Nc1ccccc1F
43. Cc1ccc(CN(C(=O)c2csnn2)C(C(=O)NC2CCCC2)c2ccccn2)cc1 (stereo not drawn)
44. COc1ccccc1S(=O)Cc1ccc(C(=O)O)o1 (stereo not drawn)
45. O=S(=O)(NC1C2CC3CC(C2)CC1C3)c1ccccc1 (stereo not drawn)
46. CCCNC(=O)C(Cc1ccc(F)cc1)NC(=O)c1ccccc1 (stereo not drawn)
47. Cc1ccc(C(=O)Nc2nnc(S(=O)(=O)N3CCOCC3)s2)cc1
48. Cc1cccnc1NC(=O)c1c(O)c2ccccc2n(C)c1=O
49. CC(C)(C)c1ccc(C(=O)Cn2nc(C(=O)O)c3ccccc3c2=O)cc1
50. CCOC(=O)c1sc(NC(=O)CSc2nc(C)cc(-c3ccccc3)n2)c(C#N)c1C
assay / entry	41	42	43	44	45	46	47	48	49	50
AmpC inh no detg	-6%	-27%	14%	-20%	-18%	-4%	-21%	-8%	-35%	-30%
Sm TGR inh	9%	4%	-3%	8%	-1%	8%	-25%&10%	-1%	17%	1%
AMA1 RON2 block	1%	-5%	6%	-7%	-3%	17%	1%	5%	7%	-2%
AmpC detergent	-1%	9%	-4%	-10%	0%	7%	-11%&17%	1%	?	-13%
Giardia FBPA inh	-30%	0%	4%	3%	·	·	18µM*	-16%	1%	11%
HCMV antiviral	-36	-23	-34	10	?	-4	-5&-1	18	-14	-3

51. Cc1ccc(O)c(C(=O)c2cnn(C(=O)c3cccc(S(=O)(=O)N(C)C)c3)c2)c1
52. N#CCCN1CCN(C2=NC(=O)/C(=C\c3cccs3)S2)CC1
53. CCn1c(C(=O)N2CCCC(C(=O)N3CCN(c4cc(C)ccc4C)CC3)C2)cc2sccc21 (stereo not drawn)
54. Fc1ccccc1CNCCc1c[nH]c2ccccc12
55. CCC(NC(=O)C1CCC1)c1ccccc1 (stereo not drawn)
assay / entry	51	52	53	54	55
AmpC inh no detg	-23%	-1%	·	-29%	-2%
Sm TGR inh	-13%	-6%	8%	?	-17%
AMA1 RON2 block	125%[activator]	-2%	·	-14%	-19%
AmpC detergent	?	-18%	-2%	-14%	-5%
Giardia FBPA inh	·	20%	·	?	1%
HCMV antiviral	-28	-29	-24	-3	-13

A different layout for eleven compounds above:
Each structure is followed by: AmpC inh no detg, Sm TGR inh, AMA1 RON2 block, AmpC detergent, Giardia FBPA inh, HCMV antiviral
#42 O=C(Nc1nnc(COc2ccc(F)cc2)s1)Nc1ccccc1F
  -27%, 4%, -5%, 9%, 0%, -23
#43 Cc1ccc(CN(C(=O)c2csnn2)C(C(=O)NC2CCCC2)c2ccccn2)cc1 (stereo not drawn)
  14%, -3%, 6%, -4%, 4%, -34
#44 COc1ccccc1S(=O)Cc1ccc(C(=O)O)o1 (stereo not drawn)
  -20%, 8%, -7%, -10%, 3%, 10
#45 O=S(=O)(NC1C2CC3CC(C2)CC1C3)c1ccccc1 (stereo not drawn)
  -18%, -1%, -3%, 0%, ·, ?
#46 CCCNC(=O)C(Cc1ccc(F)cc1)NC(=O)c1ccccc1 (stereo not drawn)
  -4%, 8%, 17%, 7%, ·, -4
#47 Cc1ccc(C(=O)Nc2nnc(S(=O)(=O)N3CCOCC3)s2)cc1
  -21%, -25%&10%, 1%, -11%&17%, 18µM*, -5&-1
#48 Cc1cccnc1NC(=O)c1c(O)c2ccccc2n(C)c1=O
  -8%, -1%, 5%, 1%, -16%, 18
#49 CC(C)(C)c1ccc(C(=O)Cn2nc(C(=O)O)c3ccccc3c2=O)cc1
  -35%, 17%, 7%, ?, 1%, -14
#50 CCOC(=O)c1sc(NC(=O)CSc2nc(C)cc(-c3ccccc3)n2)c(C#N)c1C
  -30%, 1%, -2%, -13%, 11%, -3
#51 Cc1ccc(O)c(C(=O)c2cnn(C(=O)c3cccc(S(=O)(=O)N(C)C)c3)c2)c1
  -23%, -13%, 125%[activator], ?, ·, -28
#52 N#CCCN1CCN(C2=NC(=O)/C(=C\c3cccs3)S2)CC1
  -1%, -6%, -2%, -18%, 20%, -29

The order is random. Share with any hit: about 7.8%.
